Screening results (PubChem BioAssay)
NFkB SMM = binders of NF-kB p50 subunit, primary screen, biochemical, small molecule microarray, anti-His fluorescence; AID 624139, 2012; anti-His fluorescence binding; Nuclear factor NF-kappa-B p105 subunit (Homo sapiens), P19838; hit rate 1.3% among 17,000; calls only;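 active = spot fluorescence over background significantly raised, with a chance value under 7% in all four replicate spots of the compound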;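 also: probe protein is his-tagged human p50 processed subunit at 1 µg/ml; raw spot fluorescence signals with no normalization applied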
Target sequence (P19838 1-433 limits assumed): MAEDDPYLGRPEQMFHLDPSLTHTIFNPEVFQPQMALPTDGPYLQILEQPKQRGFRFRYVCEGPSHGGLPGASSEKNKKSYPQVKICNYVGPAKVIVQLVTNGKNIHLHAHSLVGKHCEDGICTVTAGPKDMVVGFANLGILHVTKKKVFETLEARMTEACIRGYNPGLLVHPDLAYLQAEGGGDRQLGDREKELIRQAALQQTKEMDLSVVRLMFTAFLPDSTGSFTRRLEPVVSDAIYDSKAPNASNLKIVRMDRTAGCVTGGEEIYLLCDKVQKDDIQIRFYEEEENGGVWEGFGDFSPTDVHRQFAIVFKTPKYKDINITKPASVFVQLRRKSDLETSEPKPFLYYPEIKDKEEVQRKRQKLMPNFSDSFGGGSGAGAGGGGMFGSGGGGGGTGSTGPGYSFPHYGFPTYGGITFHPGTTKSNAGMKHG
Calls only; i = inactive; + = active, no number.

SMILES	NFkB SMM
CCOC(=O)NCC(Cc1ccc(OCCc2nc(-c3ccccc3)oc2C)cc1)N/C(C)=C/C(=O)c1ccc(C(F)(F)F)cc1 (configuration not stated)	i
Cc1ccc(N(C(C)C(N)=O)S(C)(=O)=O)cc1C (configuration not stated)	i
Cc1c(N(C)CS(=O)(=O)O)c(=O)n(-c2ccccc2)n1C	i
CNC[C@@H]1OCCCC[C@@H](C)Oc2ccc(NC(=O)C3CCCCC3)cc2C(=O)N([C@@H](C)CO)C[C@H]1C	i
C[C@@H]1CCCCO[C@@H](CN(C)C(=O)c2ccncc2)[C@H](C)CN([C@H](C)CO)C(=O)c2cc(N(C)C)ccc2O1	i
COc1ccc(CN(C)C[C@H]2OCCCC[C@H](C)Oc3ccc(N(C)C)cc3C(=O)N([C@@H](C)CO)C[C@@H]2C)cc1	i
CC(C)NC(=O)N(C)C[C@@H]1OCCCC[C@H](C)Oc2ccc(NC(=O)Nc3ccc(C(F)(F)F)cc3)cc2C(=O)N([C@H](C)CO)C[C@@H]1C	+
COc1ccc(CN(C)C[C@@H]2Oc3ccc(NS(=O)(=O)c4ccc(OC)cc4)cc3CC(=O)N([C@@H](C)CO)C[C@H]2C)cc1	i
COc1cccc(OC)c1C(=O)Nc1ccc(C(=O)NCC2CCCO2)cc1 (configuration not stated)	i
COc1cc(C2Oc3c(O)ccc([C@@H]4Oc5cc(O)cc(O)c5C(=O)[C@H]4O)c3C2CO)ccc1O (some centres not stated)	i
CSc1cc2c(cc1C(F)(F)F)N(C(=O)Nc1cccnc1)CC2	i
COc1ccc(S(=O)(=O)N(C)C[C@@H]2Oc3ccc(NS(=O)(=O)c4ccc(Cl)cc4)cc3C(=O)N([C@@H](C)CO)C[C@@H]2C)cc1	i
C=C/C=C/[C@@H]1C(=C)CN2[C@H]1[C@H](Cc1ccccc1)OC(=O)C21CCCC1	i
C[C@@H]1CN([C@@H](C)CO)C(=O)c2cccc(NS(=O)(=O)c3ccc(F)cc3)c2O[C@H]1CN(C)C(=O)NC1CCCCC1	i
C[C@H](CO)N1C[C@H](C)[C@H](CN(C)C(=O)Nc2ccc(C(F)(F)F)cc2)Oc2ccc(NC(=O)NC3CCCCC3)cc2CC1=O	i
C[C@H](CO)N1C[C@H](C)[C@H](CN(C)C(=O)CCC(F)(F)F)OCCCC[C@H](C)Oc2ccc(NS(=O)(=O)c3cccs3)cc2C1=O	i
COc1ccc(S(=O)(=O)Nc2ccc3c(c2)C(=O)N([C@H](C)CO)C[C@H](C)[C@@H](CN(C)S(=O)(=O)c2cccs2)O3)cc1	i
Cc1ccc(S(=O)(=O)N(C)C[C@@H]2Oc3ccc(NS(=O)(=O)c4ccc(Cl)cc4)cc3CC(=O)N([C@H](C)CO)C[C@@H]2C)cc1	i
C[C@@H]1CCCCO[C@@H](CN(C)C(=O)CCC(F)(F)F)[C@H](C)CN([C@@H](C)CO)C(=O)c2cc(NS(=O)(=O)c3cccs3)ccc2O1	i
COC(=O)c1ccccc1NC(=O)c1nc2nc(C)cc(C(F)F)n2n1	i
Cc1noc(C)c1NC(=O)N(C)C[C@@H]1Oc2c(NS(=O)(=O)c3ccccc3)cccc2C(=O)N([C@H](C)CO)C[C@H]1C	i
C[C@@H]1CN([C@@H](C)CO)C(=O)Cc2cc(NC(=O)NC3CCCCC3)ccc2O[C@H]1CN(C)C(=O)Nc1ccc(F)cc1	i
COc1ccc(COC[C@]23Oc4ccccc4[C@H]([C@H]2COC(=O)c2ccccc2)N(C(=O)CC(C)=O)C(=O)N3C)cc1	i
Cn1c(Cc2ccccc2)nnc1Sc1ccc([N+](=O)[O-])cc1C(=O)N1CCOCC1	i
C[C@H]1CN([C@@H](C)CO)C(=O)Cc2cc(N(C)C)ccc2O[C@@H]1CN(C)C(=O)Nc1ccccc1	i
SMILES	NFkB SMM
Cc1ccc(F)cc1S(=O)(=O)N[C@@H]1CCN(Cc2ccc3[nH]ccc3c2)C1	i
O=C1O[C@@H](c2ccccc2)[C@@H](c2ccccc2)N2[C@@H](c3ccc(O)cc3)[C@]3(C(=O)Nc4ccccc43)[C@@H](C(=O)N3CCCCCCC3)[C@H]12	i
C[C@H]1CN([C@@H](C)CO)C(=O)c2cccc(NC(=O)C3CCOCC3)c2O[C@@H]1CN(C)C(=O)Nc1ccc(C(F)(F)F)cc1	i
COc1cc(OC)c2c(O)c3c(c(-c4c5c(c(O)c6c(OC)cc(OC)cc46)CO[C@@H](C)[C@H]5O)c2c1)[C@H](O)[C@H](C)OC3	i
CS(=O)(=O)N(CC(=O)Nc1cc(Cl)ccc1Cl)c1cc(Cl)c(Cl)cc1Cl	i
C[C@@H]1CN([C@@H](C)CO)C(=O)c2cc(N(C)C)ccc2O[C@@H](C)CCCCO[C@H]1CN(C)C(=O)CCCN(C)C	i
CC(C)NC(=O)N(C)C[C@H]1OCCCC[C@@H](C)Oc2ccc(N(C)C)cc2C(=O)N([C@H](C)CO)C[C@H]1C	i
C[C@H](CO)N1C[C@H](C)[C@H](CN(C)Cc2ccncc2)Oc2ccc(NC(=O)Nc3ccccc3)cc2C1=O	i
O=C(O)C1C2C=CC(C2)C1C(=O)Nc1cccc([N+](=O)[O-])c1 (configuration not stated)	i
C[C@H]1CN([C@@H](C)CO)C(=O)c2cccc(N(C)C)c2O[C@H]1CN(C)C	i
COc1ccc(NC(=O)Nc2ccc3c(c2)C(=O)N([C@@H](C)CO)C[C@H](C)[C@@H](CN(C)Cc2ccccc2)O3)cc1	i
C[C@@H]1CN([C@H](C)CO)C(=O)c2cc(NC(=O)Nc3ccccc3)ccc2O[C@@H]1CN(C)Cc1ccc(Cl)c(Cl)c1	i
CC1OC(OC2C(OC3C(O[C@H]4CC[C@@]5(C)C(CC[C@]6(C)C5CC=C5C7CC(C)(C)CC(O)[C@]7(C)CC[C@]56C)C4(C)C)OC(C(=O)O)C(O)C3O)OCC(O)C2O)C(O)C(O)C1O (some centres not stated)	+
Cc1noc(C)c1NC(=O)Nc1cccc2c1O[C@@H](CN(C)Cc1ccncc1)[C@@H](C)CN([C@H](C)CO)C2=O	i
CCn1nc(C)c(NC(=S)NCc2ccco2)c1C	i
COC(=O)C1=C(C)NC(C)=C([N+](=O)[O-])[C@H]1c1ccccc1C(F)(F)F	i
C=C1C(O)CC2C(C(=O)OC)=CO[C@@H](O[C@@H]3O[C@H](CO)[C@@H](O)[C@H](O)[C@H]3O)C12 (some centres not stated)	i
Cc1ccc(S(=O)(=O)Nc2ccc3c(c2)CC(=O)N([C@@H](C)CO)C[C@H](C)[C@@H](CN(C)S(=O)(=O)c2ccc(F)cc2)O3)cc1	i
CCCC(O)c1c(O)cccc1C1(O)CC(=O)C/C1=C\C(O)CC(=O)O (configuration not stated)	i
CN(C)[C@@H]1CCc2[nH]c3ccc(NC(=O)c4ccc(F)cc4)cc3c2C1	i
Cc1cc(C(=O)Nc2cccc3c2O[C@@H](CN(C)S(=O)(=O)c2cccs2)[C@H](C)CN([C@H](C)CO)C3=O)n(C)n1	i
Cc1noc(C)c1NC(=O)Nc1ccc2c(c1)CC(=O)N([C@@H](C)CO)C[C@H](C)[C@H](CN(C)C)O2	i
C[C@@H]1CN([C@H](C)CO)C(=O)c2cc(NC(=O)Nc3ccccc3)ccc2O[C@H]1CN(C)C(=O)NC1CCCCC1	i
Cc1noc(C)c1S(=O)(=O)N(C)C[C@@H]1Oc2ccc(NC(=O)CCCN(C)C)cc2CC(=O)N([C@@H](C)CO)C[C@H]1C	i
C[C@@H]1CCCCO[C@H](CN(C)C(=O)Nc2ccccc2)[C@H](C)CN([C@@H](C)CO)C(=O)c2cc(NC(=O)C3CCCCC3)ccc2O1	i

Given bar-delimited: two of the compounds above.
compound | NFkB SMM
Cc1noc(C)c1NC(=O)N(C)C[C@@H]1Oc2c(NS(=O)(=O)c3ccccc3)cccc2C(=O)N([C@H](C)CO)C[C@H]1C | i
Cc1noc(C)c1S(=O)(=O)N(C)C[C@@H]1Oc2ccc(NC(=O)CCCN(C)C)cc2CC(=O)N([C@@H](C)CO)C[C@H]1C | i

Reprinted at random: 6 records from the list, in no set order.
SMILES	NFkB SMM
CC(C)NC(=O)N(C)C[C@H]1OCCCC[C@@H](C)Oc2ccc(N(C)C)cc2C(=O)N([C@H](C)CO)C[C@H]1C	i
C[C@H]1CN([C@@H](C)CO)C(=O)Cc2cc(N(C)C)ccc2O[C@@H]1CN(C)C(=O)Nc1ccccc1	i
COc1ccc(CN(C)C[C@H]2OCCCC[C@H](C)Oc3ccc(N(C)C)cc3C(=O)N([C@@H](C)CO)C[C@@H]2C)cc1	i
C=C1C(O)CC2C(C(=O)OC)=CO[C@@H](O[C@@H]3O[C@H](CO)[C@@H](O)[C@H](O)[C@H]3O)C12 (some centres not stated)	i
C[C@@H]1CCCCO[C@@H](CN(C)C(=O)CCC(F)(F)F)[C@H](C)CN([C@@H](C)CO)C(=O)c2cc(NS(=O)(=O)c3cccs3)ccc2O1	i
C[C@@H]1CN([C@H](C)CO)C(=O)c2cc(NC(=O)Nc3ccccc3)ccc2O[C@@H]1CN(C)Cc1ccc(Cl)c(Cl)c1	i

Structures listed so far containing a nitro group on carbon (three):
SMILES	NFkB SMM
Cn1c(Cc2ccccc2)nnc1Sc1ccc([N+](=O)[O-])cc1C(=O)N1CCOCC1	i
O=C(O)C1C2C=CC(C2)C1C(=O)Nc1cccc([N+](=O)[O-])c1 (configuration not stated)	i
COC(=O)C1=C(C)NC(C)=C([N+](=O)[O-])[C@H]1c1ccccc1C(F)(F)F	i

(list continues)
SMILES	NFkB SMM
C[C@@H]1CN([C@H](C)CO)C(=O)c2cccc(NC(=O)c3nc4ccccc4s3)c2O[C@H]1CN(C)C(=O)Nc1ccccc1	i
C[C@@H]1CN([C@H](C)CO)C(=O)c2cc(NC(=O)CCCN(C)C)ccc2O[C@@H](C)CCCCO[C@@H]1CN(C)Cc1ccc2c(c1)OCO2	i
CN1C(=O)CS(=O)(=O)C1c1ccccc1 (configuration not stated)	i
O=C(Cn1ccc([N+](=O)[O-])n1)N1CCCc2ccccc21	i
C/C=C(/C)C(=O)O[C@@H]1C[C@@H](OC(=O)/C(C)=C\C)[C@](C)(CO)C2C3C(=O)C[C@@H](C)C2[C@]31C	i
C[C@H]1CN([C@@H](C)CO)C(=O)Cc2cc(NS(=O)(=O)c3ccccc3)ccc2O[C@H]1CN(C)C(=O)Nc1ccc2c(c1)OCO2	i
O=C(O)Cn1c(C(=O)Nc2nc(-c3ccccc3Cl)cs2)cc2ccccc21	i
Cc1cc(Nc2ccccc2NC(=O)c2ccc([N+](=O)[O-])cc2)n(-c2ccccc2)n1	i
COc1ccc(CN(C)C[C@H]2Oc3ccc(NC(=O)Cn4cnnn4)cc3CC(=O)N([C@@H](C)CO)C[C@@H]2C)cc1	i
C[C@H]1CCCCO[C@H](CN(C)C(=O)c2ccccc2)[C@@H](C)CN([C@@H](C)CO)C(=O)c2cc(NS(=O)(=O)c3ccccc3)ccc2O1	i
C[C@@H]1CN([C@H](C)CO)C(=O)c2cccc(NC(=O)c3nc4ccccc4s3)c2O[C@H]1CN(C)Cc1ccc(-c2ccccc2)cc1	i
C[C@H]1CCCCO[C@H](CN(C)C(=O)Nc2cccc3ccccc23)[C@@H](C)CN([C@@H](C)CO)C(=O)c2cc(N(C)C)ccc2O1	i
C[C@H](CO)N1C[C@H](C)[C@H](CN(C)C(=O)NC2CCCC2)Oc2ncc(-c3ccc(F)cc3)cc2C1=O	i
COC(=O)C1=CO[C@@H](O[C@@H]2O[C@H](CO)[C@@H](O)[C@H](O)[C@H]2O)C2C1CCC2(C)O (some centres not stated)	i
C[C@H]1CN([C@@H](C)CO)C(=O)c2cc(NC(=O)c3ccncc3)ccc2O[C@@H]1CN(C)C(=O)Nc1ccc(F)cc1	i
CN1CCCC(n2nc(Cc3ccc(Cl)cc3)c3ccccc3c2=O)CC1 (configuration not stated)	i
Cn1nc(-c2ccc(OCC(=O)Nc3cccnc3)cc2)c2ccccc2c1=O	i
C[C@@H]1CCCCO[C@@H](CN(C)Cc2ccccc2)[C@@H](C)CN([C@@H](C)CO)C(=O)c2cc(NS(=O)(=O)c3cn(C)cn3)ccc2O1	i
COc1ccc(CN(C)C[C@@H]2Oc3ccc(NC(=O)Nc4ccc(C(F)(F)F)cc4)cc3C(=O)N([C@@H](C)CO)C[C@H]2C)cc1	i
COc1cccc(CN2CCN(C(=S)Nc3ccc(S(N)(=O)=O)cc3)CC2)c1	i
CC(C)(C)Nc1nc(SCC(=O)Nc2ccccc2)nc(N2CCOCC2)n1	i
COc1ccc(C(=O)NCCc2ccccc2)cc1Cl	i
CC(NS(=O)(=O)c1ccccc1)C(=O)Nc1ccccc1C(F)(F)F (configuration not stated)	i
CN1CCN(C(=O)CN(c2ccc(I)cc2)S(=O)(=O)c2ccccc2)CC1	i
COC(=O)c1cc(NC(=O)CC2SCCNC2=O)cc(C(=O)OC)c1 (configuration not stated)	i
SMILES	NFkB SMM
C[C@H](CO)N1C[C@H](C)[C@H](CN(C)S(=O)(=O)c2ccc(F)cc2)Oc2ccc(NS(=O)(=O)c3ccccc3)cc2CC1=O	i
C[C@@H]1CN([C@@H](C)CO)C(=O)CCCn2cc(nn2)CO[C@H]1CN(C)C	i
Cc1cc(C(=O)Nc2cccc3c2O[C@H](CN(C)S(=O)(=O)c2cccs2)[C@H](C)CN([C@@H](C)CO)C3=O)n(C)n1	i
CC(C)NC(=O)N(C)C[C@H]1OCCCC[C@@H](C)Oc2ccc(NS(C)(=O)=O)cc2C(=O)N([C@H](C)CO)C[C@@H]1C	i
Cc1c(NC(=O)C(C)Oc2ccc(Cl)cc2Cl)cccc1-c1nc2ccccc2o1 (configuration not stated)	i
Cc1ccc(S(=O)(=O)NCC(C)O)cc1-c1nnc2c3ccccc3c(C)nn12 (configuration not stated)	i
CNC[C@H]1Oc2c(NC(=O)c3ccncc3)cccc2C(=O)N([C@@H](C)CO)C[C@H]1C	i
C[C@H]1CN([C@@H](C)CO)C(=O)Cc2cc(NC(=O)Nc3ccc(C(F)(F)F)cc3)ccc2O[C@H]1CN(C)CC1CC1	i
C[C@@H]1CN([C@@H](C)CO)C(=O)Cc2cc(NC(=O)Nc3ccc(F)cc3)ccc2O[C@H]1CN(C)C(=O)NC1CCCCC1	i
Cc1noc(C)c1S(=O)(=O)N(C)C[C@@H]1OCCCC[C@@H](C)Oc2ccc(NS(C)(=O)=O)cc2C(=O)N([C@H](C)CO)C[C@H]1C	i

Not all compounds are listed; the hit share may differ from the screen's.
